# TSHR antag: human thyrotropin receptor antagonism; P16473; 330,000 tested, 0.2% active; activity change, negative = inhibition, % at 11.5 µM; AID 504810; TSHR-expressing cells, TSH-stimulated cAMP HTRF, 2 h; hits give low values;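 active means activity change below a set negative limit, meaning inhibition stronger than a set level, cut at about -70% in these data; inconclusive means activity change between two set negative limits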; further: on the % scale 0 is the no-effect control and ±100 the full control effect
#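 TSHR-expressing cells, 200/well, pre-treated with compound, then stimulated with EC80 TSH (4nM final) for 2 hours at 37 deg C. cAMP measured by competitive HTRF: anti-cAMP cryptate antibody in lysis buffer plus cAMP-d2, read after 30 minutes at room temperature.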
# TRPV1 ag: activates the human vanilloid receptor TRPV1; Q8NER1; TRPV1-expressing cells, Fluo-8 calcium influx, agonist mode; activation, % at 8.33 µM; 320,000 tested, 0.19% active; AID 540275; in the data active means activation above about 80%; inconclusive means between about 30% and that limit; further: 0% is about no effect
# Target sequence (Q8NER1 whole entry, looked up): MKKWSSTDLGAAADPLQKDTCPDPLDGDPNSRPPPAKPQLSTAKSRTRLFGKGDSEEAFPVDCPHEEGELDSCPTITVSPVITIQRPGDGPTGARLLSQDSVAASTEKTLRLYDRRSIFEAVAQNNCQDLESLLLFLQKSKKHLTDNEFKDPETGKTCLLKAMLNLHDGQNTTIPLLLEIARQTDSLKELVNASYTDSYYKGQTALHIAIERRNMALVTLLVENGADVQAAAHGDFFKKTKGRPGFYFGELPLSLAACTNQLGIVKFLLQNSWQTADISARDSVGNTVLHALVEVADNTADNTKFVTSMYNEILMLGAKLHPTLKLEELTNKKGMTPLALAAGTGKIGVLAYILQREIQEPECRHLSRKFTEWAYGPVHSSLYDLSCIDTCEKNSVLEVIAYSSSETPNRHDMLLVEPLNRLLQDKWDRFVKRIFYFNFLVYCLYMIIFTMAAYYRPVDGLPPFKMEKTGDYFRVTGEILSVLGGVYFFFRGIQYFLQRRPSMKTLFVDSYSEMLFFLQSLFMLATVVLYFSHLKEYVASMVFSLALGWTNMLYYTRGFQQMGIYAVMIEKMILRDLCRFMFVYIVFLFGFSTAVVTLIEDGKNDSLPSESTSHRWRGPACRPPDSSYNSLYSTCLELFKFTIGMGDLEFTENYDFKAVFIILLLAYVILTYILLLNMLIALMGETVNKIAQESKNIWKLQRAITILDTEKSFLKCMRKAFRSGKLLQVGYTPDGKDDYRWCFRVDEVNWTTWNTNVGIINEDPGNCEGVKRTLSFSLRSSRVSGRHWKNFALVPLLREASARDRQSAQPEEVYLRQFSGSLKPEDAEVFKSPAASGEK
#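 TRPV1-expressing cells were cultured overnight at 35.5C and loaded with Fluo-8 calcium dye for 40 to 90 min at room temperature. After a 10 s baseline, compound was added and calcium influx was read kinetically for 3 min (ex 480/em 520 nm).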
# Eya2 inh: blocks the phosphatase activity of human Eya2; recombinant Eya2, OMFP fluorescence dephosphorylation (OMFP is methylfluorescein phosphate); Potency, µM (highest dose often 76.9 µM), without a hit: at the top dose activity, negative = inhibition, usual class: inhibitors; 330,000 tested, 0.006% active; AID 488837; further: potency means the concentration at half of the fitted maximal effect; on the % scale 0 is the no-effect control and ±100 the full control effect
#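 Eya2 (0.2 uM) preincubated 10 min at ambient with compound, then OMFP substrate added at 50 uM; 10 min reaction in 50 mM HEPES pH 7.5, 50 mM NaCl, 5 uM MgCl2, 0.05% BSA, 1 mM DTT. Fluorescence read at Ex 485/Em 525 nm.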
# TCR act: activates T cell receptor signaling | 330,000 tested, under 10 active | AID 504894 | primary human leukocytes, anti-CD3, IL-2 HTRF, 48 h | Potency, µM (series often up to 9.22 µM), for the others: at the highest dose activation of IL-2 secretion, usual class: activators; further: % of control where 0% means no effect
#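 Compounds are tested in HTS on primary human leukocytes co-incubated with a-CD3 beads for 48 hr. IL-2 output is measured by time-resolved FRET.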
# A-T KAP1 phos: potential ataxia-telangiectasia treatments restoring KAP-1 phosphorylation | […] A-T fibroblasts, KAP-1 phosphorylation AlphaLISA; neocarzinostatin DNA damage 30 min before lysis | Potency, µM (top dose mostly 57.5 µM), for the others: at the highest dose activation, most hits filed as activators | 320,000 tested, 0.19% active | AID 485349; further: potency means the concentration at half of the fitted maximal effect; % of control where 0% means no effect; nearly all actives have a fitted effect of over 45% in size
#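 hTERT-immortalized A-T patient fibroblasts ([…]), 500 cells/well in OPTI-MEM, 1% FBS, got compounds for 60 min, then NCS for 30 min at 37C. Lysates were then assayed for phospho-KAP-1 by AlphaLISA (anti-pKAP1 donor, anti-KAP1 acceptor beads), 6 hr at 25C.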
# USP2a inh: USP2a (human) protease inhibition; Potency, µM (doses to about 38.3 µM), without a hit: at the highest dose activity change, negative = inhibition, most hits filed as inhibitors; O75604; USP2 core, Ub-CHOP2 coupled fluorogenic reporter, 485/531; 330,000 tested, 0.01% active;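 further: potency means the concentration at half of the fitted maximal effect; plate controls were DMSO wells for no effect and full inhibition by NEM control for full effect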
#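 Deubiquitinase activity read as fluorescence (485/531 nm) after Ub-CHOP2 cleavage activates the enterokinase reporter on its substrate; USP2 core 10nM, Ub-CHOP2 and substrate 25nM each, 30min compound preincubation then 60min RT; data normalized to NEM, curves fitted.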
# Mito fusion yeast: inhibitors of mitochondrial division or activators of mitochondrial fusion; S. cerevisiae fusion-defective mutant growth rescue, CellTiterGlo 48 h; Potency, µM (doses to about 46.1 µM), without a hit: at the highest dose growth rescue (activation), usual class: activators; 320,000 tested, 0.23% active; AID 485298;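 further: potency means the concentration at half of the fitted maximal effect; % of control where 0% means no effect; nearly all actives have a fitted effect of over 45% in size; temperature-sensitive fusion mutants such as fzo1-1 at 37 °C on non-fermentable ethanol glycerol medium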
#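 Read-out: ATP-based luminescence (CellTiterGlo, 10 min ambient) reporting growth of fusion-defective ts yeast after 48 hours at 37C on glycerol/ethanol YPEG medium in the presence of compound.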
# hERG WT inh: KCNH2 (human, wildtype) channel inhibition; Q12809; U2OS, BacMam KCNH2, thallium flux FluxOr; hits give low values; activity change, % at 1.84 µM; 340,000 tested, 0.37% active;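 active means maximum activity change below -70%; inconclusive means maximum activity change between -70% and -50%; inactive means maximum activity change above -50%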; further: on the % scale 0 is the no-effect control and ±100 the full control effect
#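 U2OS cells were transduced with wild-type KCNH2 virus (2.03 x 10^8 / mL) for 4 h at room temperature, then cultured overnight at 37 C. Thallium flux was read with FluxOr dye. Rate constants were normalized to DMSO controls.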
# ELG1 DNA repair: ELG1-dependent DNA repair inhibition; 330,000 tested, 2.3% active; AID 504467; HEK293T ELG1-luciferase reporter, luminescence, 16 h; DNA damage induced by 5-fluorouridine; Potency, µM (titrated, usually from 46.1 µM), for the others: at the highest dose activity change, negative = inhibition, most hits filed as inhibitors; further: potency means the concentration at half of the fitted maximal effect; on the % scale 0 is the no-effect control and ±100 the full control effect; nearly all actives have a fitted effect of over 55% in size
#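 Step one: seed 2,000 cells per well. Step two: pin-transfer compound or DMSO alongside 5-fluorouridine. Step three: incubate 16 hr, 37 °C, 5% CO2. Step four: add ONE-Glo, wait 30 min, read luminescence.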
# KCNH2 3.1 inh: inhibitors of human KCNH2 3.1 potassium channel isoform; U2OS KCNH2 3.1, thallium flux FluxOr; hits give low values; activity change, % (tested at about 1.8 µM); 340,000 tested, 0.95% active;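 active means maximum activity change below -70%; inconclusive means maximum activity change from -70% to -50%; inactive means maximum activity change above -50%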;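 further: thallium influx rate constant from kinetic fluorescence after stimulation buffer; on the % scale 0 is the no-effect control and ±100 the full control effect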
#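 Virally transduced U2OS (3.1 isoform, 4 h infection in dark at RT) → overnight 37 C → FluxOr + Red40 in HBSS/HEPES, 45 min → stimulation buffer, 2 min kinetic read → rate constant vs DMSO controls.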
# Numbers without * were called inactive; ? = inconclusive; / = no result given; & = joins results of further samples; [ ] = remark or other dose. Unless noted, the call rests on the fitted dose curve; in most records, active means well fitted curve in the direction sought with a large enough effect; inconclusive means small, poorly fitted or top-dose-only effect, or another doubt; inactive means no such curve, though single readings can be large; an effect the other way counts as inactive or inconclusive.
no.	SMILES	TSHR antag	TRPV1 ag	Eya2 inh	TCR act	A-T KAP1 phos	USP2a inh	Mito fusion yeast	hERG WT inh	ELG1 DNA repair	KCNH2 3.1 inh
1	CCN1C(N(C)CCc2cccs2)=N[C@@H](c2ccccc2)C(C(=O)OC)=C1C	-11&12	1&-3	12%&-4%	1%	0%&-20%	0%&-3%	1%&-1%	13	-12%	0
2	Cc1ccc(NC(=O)C(c2ccccc2)N2CCN(C(=O)c3ccco3)CC2)cc1 (configuration not stated)	13	2	-27%	-3%	0%	2%	-2%	-9	20%	8
3	COc1ccc(/C=N/Nc2nc(C)nc(N)n2)cc1	0	-2	7%	-3%	2%	6%	6%	-1	?	-6
4	CN(CC(=O)N1CCc2[nH]c3ccc(F)cc3c2C1)CC1OCCO1	4	0	11%	-18%	-2%	1%	2%	-1	0%	-8
5	c1cc(CN2CCN(C3CCCCCC3)CC2)ccn1	6	1	-6%	-6%	9%	-29%	-7%	/	-5%	-28
6	COC(=O)c1ccc(NC(=O)CCN2CCN(Cc3ccccc3)CC2)cc1	-9	3	-21%	-3%[46.1 µM]	2%	2%	-3%	45	-7%	-21
7	COc1ccc(S(=O)(=O)Nc2ccc(F)c(Cl)c2)cc1OC	-7	-2	3%	-1%	16%	0%	17%	2	?	5
8	COc1ccccc1C(=O)NC(=O)COC(=O)c1ccc(Br)o1	-3	1	-11%	3%	-11%	1%	2%	-2	?	9
9	O=C(C1CCCCC1)N1CCC(n2nnc3ccccc32)CC1	-8	11	8%	1%[46.1 µM]	0%	2%	6%	2	-21%	-5
10	CCCN(Cc1cc2cc(OC)ccc2[nH]c1=O)C(=O)c1ccco1	1	-1	6%	6%	-4%	3%	2%	-12	?	-42
11	COc1cccc(N=Nc2c(N)[nH]n3c(=O)c4c(nc23)CCCC4)c1	-3	0	7%	7%	-1%	0%	3%	0	?	-2
12	Cc1nn(C2CCS(=O)(=O)C2)c(C)c1CN(C)C(=O)c1ccc(S(=O)(=O)N(C)C)cc1 (configuration not stated)	/	/	10%	-2%	4%	4%	/	-14	0%	1
13	O=C(CN(C(=O)CNC(=O)c1ccco1)c1ccc2c(c1)OCO2)NC1CCCCC1	2	2	33%	13%	14%	4%	-1%	6	-4%	-12
14	Cc1ccc(NC(=O)CN2C(=O)C(C)Oc3ccccc32)nc1 (configuration not stated)	-1	1	17%	-1%	-1%	1%	1%	5	-1%	/
15	Cc1cc2oc(C(=O)Nc3cccnc3)c(C)c2cc1C	17	85*	-4%	9%	-3%	0%	1%	-26	?	15

# Part of the list above, screen by screen.
2: Cc1ccc(NC(=O)C(c2ccccc2)N2CCN(C(=O)c3ccco3)CC2)cc1 (configuration not stated)
3: COc1ccc(/C=N/Nc2nc(C)nc(N)n2)cc1
4: CN(CC(=O)N1CCc2[nH]c3ccc(F)cc3c2C1)CC1OCCO1

Compound	2	3	4
TSHR antag	13	0	4
TRPV1 ag	2	-2	0
Eya2 inh	-27%	7%	11%
TCR act	-3%	-3%	-18%
A-T KAP1 phos	0%	2%	-2%
USP2a inh	2%	6%	1%
Mito fusion yeast	-2%	6%	2%
hERG WT inh	-9	-1	-1
ELG1 DNA repair	20%	?	0%
KCNH2 3.1 inh	8	-6	-8

# (listing goes on)
no.	SMILES	TSHR antag	TRPV1 ag	Eya2 inh	TCR act	A-T KAP1 phos	USP2a inh	Mito fusion yeast	hERG WT inh	ELG1 DNA repair	KCNH2 3.1 inh
16	CCC(C)C(=O)Nc1ccc(OC)cc1OC (configuration not stated)	-3	-1	-30%	/	-2%	2%	-1%	-6	-13%	5
17	O=C(CCC(=O)Nc1ccccc1)NNC(=O)c1ccccc1Cl	3	-6	-6%	-2%	-3%	2%	-5%	/	10%	-3
18	S=C(NC1CCCCC1)N1CCn2cccc2C1c1ccncc1 (configuration not stated)	5	1	-9%	0%	-3%	2%	1%	2	8%	-8
19	CCn1nc(C(=O)OCC(=O)c2ccc3c(c2)OCCO3)c2ccccc2c1=O	4	-3	1%	5%	13%	3%	0%	0	0%	-3
20	COc1ccc(C(=O)Cn2c(N3CCOCC3)nc3ccccc32)cc1OC	14	1	-1%	/	4%	0%	12%	/	15%	/
21	CCN1CCN(c2cc(C)c3cc(NC(=O)c4cnccn4)ccc3n2)CC1	12	/	-13%	-2%	-1%	-3%	-5%	1	15%	8
22	COc1ccc(C(=O)NCc2ccccc2CN2CCCC2)cc1S(=O)(=O)N1CCOCC1	14	-2	5%	/	3%	-3%	-1%	37	2%	1
23	COc1ccc(/C(C)=N/N2C(=O)c3ccccc3NC2c2ccc(O)c(OC)c2)cc1 (configuration not stated)	-1	0	5%	4%	-1%	-2%	-2%	6	?	6
24	CN1CCN(CCCNC(=O)c2ccc(/C=C3\Sc4ccccc4N(Cc4ccc(F)cc4)C3=O)cc2)CC1	16	-5	-12%	1%	4%	0%	0%	11	-15%	4
25	COc1cc(OC)c(NC(=O)CCNC(=O)Cn2ccc3ccccc3c2=O)cc1Cl	51	/	12%	/	11%	0%	4%	-18	14%	6
26	Cc1ccc(-n2nnnc2-c2cnc3cc4c(cc3c2C)OCO4)cc1	-10	1	-22%	3%	-2%	3%	11%	7	-15%	7
27	NC(=O)c1cn(-c2ccccc2)nc1-c1cc2ccccc2oc1=O	3	0	15%	1%	2%	0%	-1%	-11	0%	13
28	CCOc1ccc(CCNc2ccc3nnc(-c4ccccc4)n3n2)cc1OCC	-14	-4	-1%	-3%	-10%	-2%	-5%	9	?	-9
29	CS(=O)(=O)c1ccc(C(=O)OCC(=O)NCc2cccs2)cc1[N+](=O)[O-]	?	/	-1%	4%	-3%	-1%	/	-8	-29%	-13
30	Fc1cccc(/C=N/Nc2cc(N3CCOCC3)ncn2)c1	-9	14	5%	/	-1%	2%	-11%	3	?	-6
31	Cc1sc2nc(CN3CCOCC3)nc(N3CCOCC3)c2c1C	12	0	17%	3%	2%	0%	-7%	-16	?	-7
32	O=C(NCC1(c2ccccc2)CCOCC1)c1ccc(Br)o1	-4	8	-9%	3%	5%	0%	4%	1	-4%	8
33	CN(C)c1nc(OCCOC(=O)c2ccccc2)nc(N(C)C)n1	-1	11	-40%	1%	5%	0%	9%	-1	-11%	0
34	CCOC(=O)c1c(C2CC2)csc1NC(=O)COC(=O)c1cnc(Cl)c(Cl)c1	1	-2	4%	-7%[46.1 µM]	2%	3%	-4%	-1	?	16
35	CCN(C(=O)CCc1nnc2ccc(N3CCC4(CC3)OCCO4)nn12)c1ccccc1	7	2	4%	9%	-1%	-1%	0%	1	6%	-16
36	CC(=O)c1c(C(C)=O)c(C)n(-c2nc(-c3ccccc3)c(C)s2)c1C	-1	3	-1%	2%	11%	1%	-2%	-32	-19%	-5
37	Cc1nn(CC(=O)NC2C(=O)N3C(C(=O)O)=C(CSc4nnnn4C)CSC23)cc1Br (configuration not stated)	4	0	-1%	0%	2%	2%	4%	-6	?	-4
38	CC(C)C(=O)N(Cc1ccccc1)c1ccccn1	8	-1	5%	3%	-6%	7%	0%	-7	6%	-13
39	COCCN(C(=O)COC(=O)c1cc2ccccc2cc1OC)c1c(N)n(Cc2ccccc2)c(=O)[nH]c1=O	1	2	-24%	-5%	8%	-2%	1%	-11	1%	1
40	CCC(=O)N/C(=N/c1nc(C)cc(C)n1)Nc1cccc(OC)c1	-3	27	3%	-18%	-4%	1%	7%	-6	?	-15
41	CCOc1ccc(OCC(=O)OCC(=O)N2CCN(C(=O)c3ccco3)CC2)cc1	/	3	5%	-4%	5%	-3%	4%	4	1%	6
42	COc1ccc(CCNCC(O)COc2ccc(OC)cc2C(C)(C)C)cc1 (configuration not stated)	14	5	2%	1%	-5%	0%	-28%	15	-17%	-19
43	O=C(COC(=O)c1ccc2c(c1)C(=O)N(Cc1ccco1)C2=O)NCC(F)(F)F	19	2	?	-5%	-9%	2%	-10%	6	2%	3
44	CC1CCCC(C)N1CCCNC(=O)CCn1c(=O)c2cccn2c2cccnc21 (configuration not stated)	-8	-7	11%	-1%	3%	-1%	-4%	-13	9%	-4
45	CCOC(=O)C(=CNNc1cccc(Cl)c1)C(=O)OCC	-16	17	-2%	1%	7%	0%	-2%	0	0%	2
46	CCc1cc2c(C)ccc(C)c2nc1SCC(=O)Nc1c(C)[nH]c(=O)[nH]c1=O	-1	-1	1%	6%[46.1 µM]	/	3%	-1%	-35	?	26
47	Cc1ccc(NC(=S)NC(=O)c2ccc(Br)o2)c(C)c1	18	30	13%	/	0%	10%	6%	?	?	-25
48	Cc1cccc(NC(=O)CSCC(=O)NCc2ccco2)c1	-4	-2	-2%	2%	2%	0%	-2%	-4	5%	-7
49	COc1ccc(CCNC(=O)c2ccc(-c3ccc([N+](=O)[O-])cc3)o2)cc1OC	-9	3	6%	-2%[46.1 µM]	-2%	2%	1%	22	?	-8

# Some of the compounds tested. The share of hits here may be higher or lower than overall.
